Assay outcomes from PubChem.
esBAF inh: inhibitors of esBAF chromatin remodeling in mouse ES cells. 350,000 compounds, 2% hits. AID 602393. Bmi1-luciferase knock-in reporter, 24 h; 100% = twice the neutral-well signal. reporter increase, % at 12.5 µM; in the data active = activation above about 40%; inconclusive = no clear call, values can overlap the other calls;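 note: 0% = median of the plate's neutral control wells and 100% = double that signal; a rise in the Bmi1 reporter signal indicates esBAF inhibition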
RAD54 inh: inhibitors of human RAD54 branch migration | inhibition, % at 10.4 µM | Q92698 | AID 602329 | 360,000 compounds, 0.14% hits | RAD54 Holliday junction branch migration, FAM/BHQ fluorescence;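 active = mean normalized replicate activity at least 40 and at least half of replicates scoring 40 or more; inconclusive = only one of the two criteria met; inactive = mean below 40 and under half of replicates reaching 40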;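 note: 0% = median of neutral control wells and 100% = median of positive control wells; inhibitors cause a drop in the FAM fluorescence signal; in these data hits start at about 50%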
Target sequence (Q92698 whole entry, looked up): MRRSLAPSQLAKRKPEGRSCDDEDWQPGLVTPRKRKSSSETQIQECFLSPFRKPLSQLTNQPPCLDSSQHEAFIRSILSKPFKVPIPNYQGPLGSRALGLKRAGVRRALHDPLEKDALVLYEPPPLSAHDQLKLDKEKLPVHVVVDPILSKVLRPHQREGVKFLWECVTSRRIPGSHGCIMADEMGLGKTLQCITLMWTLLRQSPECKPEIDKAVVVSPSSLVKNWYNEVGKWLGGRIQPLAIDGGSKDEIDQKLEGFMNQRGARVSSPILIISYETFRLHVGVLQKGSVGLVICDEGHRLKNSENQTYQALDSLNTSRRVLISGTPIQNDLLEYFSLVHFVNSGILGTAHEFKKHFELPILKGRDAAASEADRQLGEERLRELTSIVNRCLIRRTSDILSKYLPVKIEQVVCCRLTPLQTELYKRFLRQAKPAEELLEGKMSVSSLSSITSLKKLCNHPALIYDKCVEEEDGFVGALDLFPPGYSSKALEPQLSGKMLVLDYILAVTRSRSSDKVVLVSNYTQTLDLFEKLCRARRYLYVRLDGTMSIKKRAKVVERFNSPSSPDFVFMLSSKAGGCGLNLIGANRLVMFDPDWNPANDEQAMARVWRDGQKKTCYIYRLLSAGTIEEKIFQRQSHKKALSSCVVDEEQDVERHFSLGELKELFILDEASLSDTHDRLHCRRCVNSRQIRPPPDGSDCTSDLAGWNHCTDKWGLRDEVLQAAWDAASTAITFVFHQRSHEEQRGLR
Numbers without * were called inactive. Some of the compounds tested (hit frequency here may not be typical).

c1ccc(Cc2nnc3sc(-c4ccccn4)nn23)cc1 was read as esBAF inh 1 and RAD54 inh 6.
CC(=O)C(Cc1cnc(Cl)s1)(Cc1cnc(Cl)s1)C(C)=O was read as esBAF inh -5 and RAD54 inh 8.
For CC(=O)CC1(O)C(=O)N(Cc2ccccc2)c2ccccc21 (centres undefined) the results were esBAF inh -4 and RAD54 inh -3.
For CCN1C(=O)c2ccc(C(=O)NCc3ccccc3)cc2C1=O the results were esBAF inh -5 and RAD54 inh -6.
`COc1ccc(C(C(=O)NC2CCCC2)N(C(=O)c2snc(-c3ccc(F)cc3)c2N)c2ccc(OC)cc2)cc1` (centres undefined) gave esBAF inh 14 and RAD54 inh -4.
Screening Cc1nc(Nc2ccc3c(c2)OCO3)c2oc3ccccc3c2n1 returned esBAF inh 6 and RAD54 inh 7.
Screening CCN(C(=O)c1coc(=O)c(Br)c1)c1ccc2c(c1)OCO2 returned esBAF inh 9 and RAD54 inh -15.
For O=C1CCC(C(=O)Nc2ccc(OC(F)F)cc2)N1 (centres undefined) the results were esBAF inh 0 and RAD54 inh -8.
For Cc1nc(NC(=O)CSc2nc3cccnc3n2C2CCCCC2)sc1C the results were esBAF inh -3 and RAD54 inh 11.
Cc1cc(CN2CCN(CCC#N)CC2)c(O)c(C2(C)CCCCC2)c1 was read as esBAF inh 2 and RAD54 inh -4.
Screening Cc1csc(NC(=O)CCCSc2nc3ccccc3s2)n1 returned esBAF inh 9 and RAD54 inh -2.
Cc1cccc(-n2c(SCc3cc(=O)n4ccsc4n3)nc3ccccc3c2=O)c1 was read as esBAF inh 39 and RAD54 inh -7.
For COc1ccc(-n2ncc(S(=O)(=O)c3ccccc3)c2-c2ccc(Cl)cc2)cc1 the results were esBAF inh -9 and RAD54 inh 0.
`Cc1cc(C(=O)N/N=C/c2cccc(Cl)c2Cl)no1` gave esBAF inh inconclusive and RAD54 inh -2.
For O=C(Cn1cnc2ccccc21)NC(c1ccccc1)c1ccccc1 the results were esBAF inh -3 and RAD54 inh -1.
`CCc1ccc2nc(N3CCN(C)CC3)c(C#N)cc2c1` gave esBAF inh 16 and RAD54 inh -3.
For O=c1cc(-c2cc3ccccc3o2)c2cc(O)ccc2o1 the results were esBAF inh -2 and RAD54 inh 11.
Cc1cccc(CSc2nnc(NC(=O)c3ccco3)s2)c1 was read as esBAF inh -8 and RAD54 inh 6.
C=CCNC(=O)c1ccccc1NC(=O)c1ccccc1C was read as esBAF inh -2 and RAD54 inh 1.
Screening CC(C)Sc1nc2ccccc2c(=O)[nH]1 returned esBAF inh 7 and RAD54 inh 0.

Random excerpt: 6 records from the list
For O=C(Cn1cnc2ccccc21)NC(c1ccccc1)c1ccccc1 the results were esBAF inh -3 and RAD54 inh -1.
For O=c1cc(-c2cc3ccccc3o2)c2cc(O)ccc2o1 the results were esBAF inh -2 and RAD54 inh 11.
`Cc1cc(C(=O)N/N=C/c2cccc(Cl)c2Cl)no1` gave esBAF inh inconclusive and RAD54 inh -2.
Screening Cc1csc(NC(=O)CCCSc2nc3ccccc3s2)n1 returned esBAF inh 9 and RAD54 inh -2.
Screening CC(C)Sc1nc2ccccc2c(=O)[nH]1 returned esBAF inh 7 and RAD54 inh 0.
For COc1ccc(-n2ncc(S(=O)(=O)c3ccccc3)c2-c2ccc(Cl)cc2)cc1 the results were esBAF inh -9 and RAD54 inh 0.

Next section.
Screening Cc1cc(NC(=O)c2cc3nc(C4CC4)cc(C(F)(F)F)n3n2)no1 returned esBAF inh 7 and RAD54 inh -3.
`CC(C)(C)n1nnc(CCc2nnn(C(C)(C)C)n2)n1` gave esBAF inh -1 and RAD54 inh 6.
For CC(C)(C)OC(=O)N[C@@H](Cc1ccccc1)c1nnc(SCC(=O)O)o1 the results were esBAF inh -8 and RAD54 inh -2.
CC(C)(C)N=Cc1cc(-c2ccccc2)sc1O was read as esBAF inh 74* and RAD54 inh -1.
Cc1ccc(S(=O)(=O)N2CCN(C(=O)Cc3ccccc3)CC2)cc1 was read as esBAF inh -5 and RAD54 inh -21.
`CC(C)CCOP(=O)(c1ccc(N(C)C)cc1)C(O)c1ccccc1F` (centres undefined) gave esBAF inh -4 and RAD54 inh 1.
Screening c1coc(-c2nnc3sc(Cc4cccs4)nn23)c1 returned esBAF inh 6 and RAD54 inh 2.
CCCc1cc(=O)n2[nH]c(NCc3ccccc3Cl)nc2n1 was read as esBAF inh 3 and RAD54 inh -4.
CC(C)Cc1cc(C(=O)N2N=C(C(F)F)CC2(O)C(F)F)c2ccccc2n1 (centres undefined) was read as esBAF inh 0 and RAD54 inh 0.
For OC(COCc1cccs1)CN1CCN(c2ccccn2)CC1 (centres undefined) the results were esBAF inh 4 and RAD54 inh -4.

Structures shown so far that contain an aryl methoxy group (2):
`COc1ccc(C(C(=O)NC2CCCC2)N(C(=O)c2snc(-c3ccc(F)cc3)c2N)c2ccc(OC)cc2)cc1` (centres undefined) gave esBAF inh 14 and RAD54 inh -4.
For COc1ccc(-n2ncc(S(=O)(=O)c3ccccc3)c2-c2ccc(Cl)cc2)cc1 the results were esBAF inh -9 and RAD54 inh 0.

Next section:
COc1cccc(C2CC(c3ccccc3Cl)Nc3nc(N)nn32)c1 (centres undefined) was read as esBAF inh -5 and RAD54 inh 2.
Screening Cc1nn(C)cc1C1C2=C(CC(C)(C)CC2=O)OC2=C1C(=O)CC(C)(C)C2 returned esBAF inh 2 and RAD54 inh -6.
CC(=O)Nc1ccc(OCC(O)CN2CCN(c3cc(Cl)ccc3C)CC2)cc1 (centres undefined) was read as esBAF inh 7 and RAD54 inh 2.
O=C(NC1(C(F)(F)F)N=C(c2ccccc2)NC1=O)c1ccc(Cl)cc1Cl (centres undefined) was read as esBAF inh 1 and RAD54 inh -12.
For CC(C)CC(C(=O)Nn1cnnc1)N1C(=O)c2ccccc2C1=O (centres undefined) the results were esBAF inh 4 and RAD54 inh 3.
CCOC(=O)C1CCCN(C(=O)COC(=O)c2cc(=O)c3ccccc3o2)C1 (centres undefined) was read as esBAF inh -1 and RAD54 inh 10.
Screening CCCC1(C)Nc2ccccc2-c2nc3ccccc3n21 (centres undefined) returned esBAF inh 67* and RAD54 inh 8.
For CCOC(=O)c1[nH]cnc1C(=O)Nc1ccncc1 the results were esBAF inh 0 and RAD54 inh -5.
Oc1ccccc1-c1nnc(SCCN2CCOCC2)n1Cc1ccccc1 was read as esBAF inh inconclusive and RAD54 inh -6.
`COc1cc2cc(C(=O)Nc3ccccc3)c(N)nc2cc1OC` gave esBAF inh 25 and RAD54 inh 12.

The closing 3 compounds of the part before lead into the next:
For CCOC(=O)c1[nH]cnc1C(=O)Nc1ccncc1 the results were esBAF inh 0 and RAD54 inh -5.
Oc1ccccc1-c1nnc(SCCN2CCOCC2)n1Cc1ccccc1 was read as esBAF inh inconclusive and RAD54 inh -6.
`COc1cc2cc(C(=O)Nc3ccccc3)c(N)nc2cc1OC` gave esBAF inh 25 and RAD54 inh 12.
For COC(=O)Nc1nc(C)c(C(=O)c2ccccc2)s1 the results were esBAF inh 1 and RAD54 inh -1.
For CC1=C([N+](=O)[O-])C(c2ccccc2)C2=C(N1)c1ccccc1C2=O (centres undefined) the results were esBAF inh -3 and RAD54 inh 7.
Screening Cc1ccc(-c2cc(NC(=O)CCl)n(-c3ccccc3)n2)cc1 returned esBAF inh 2 and RAD54 inh 11.
For Cc1cccc(NCCNc2cccc(C)c2)c1 the results were esBAF inh -2 and RAD54 inh 3.
Screening Cc1nc(-c2ccccc2)cc(=O)[nH]1 returned esBAF inh -5 and RAD54 inh 15.
CC1CN(CC(=O)N2CCc3[nH]c4ccccc4c3C2)CC(C)O1 (centres undefined) was read as esBAF inh 0 and RAD54 inh -4.
O=C(Oc1ccc(-c2nnco2)cc1)N(c1ccccc1)c1ccccc1 was read as esBAF inh -6 and RAD54 inh -10.
For Cc1ccc(-c2nnn(CC(=O)N(CC(=O)NC3CCCC3)c3cnc4ccccc4c3)n2)o1 the results were esBAF inh 4 and RAD54 inh 0.
`C/C(=C(\C#N)C(=O)NCCCN1CCOCC1)N(C)C` gave esBAF inh -4 and RAD54 inh -7.
`COCCSc1nnc(NC(=O)C(C)(C)C)s1` gave esBAF inh 33 and RAD54 inh -7.
For COc1ccc(-c2nc(C)ncc2N=Nc2ccccc2)cc1 the results were esBAF inh -1 and RAD54 inh 2.
For Cc1c(Br)cc(C(=O)N2CCCC2)c(C)c1C the results were esBAF inh -2 and RAD54 inh 1.
Screening COCCn1nnnc1CN1CCC(NC(=O)c2ccc(Br)cc2)CC1 returned esBAF inh -4 and RAD54 inh -5.
`CCOc1ccc(/C=N/n2c(SC)nnc(C(C)(C)C)c2=O)cc1` gave esBAF inh 0 and RAD54 inh -4.
COc1ccc2[nH]c(C)c(C(=O)CN3CC(C)OC(C)C3)c2c1 (centres undefined) was read as esBAF inh 3 and RAD54 inh 6.
`O=C1CC(c2cccc(Br)c2)c2cc3c(cc2N1)CCC3` (centres undefined) gave esBAF inh -25 and RAD54 inh -1.
For CCN1CCN(C(c2cccs2)C(C)NC(=O)c2cccnc2)CC1 (centres undefined) the results were esBAF inh 0 and RAD54 inh -4.
Screening COc1cc(NC(=S)NC(=O)c2ccc(C)cc2C)ccc1NC(=O)c1cccs1 returned esBAF inh -5 and RAD54 inh -2.
Screening CCOC(=O)C1(C)NC(c2ccc(OC)c(OC)c2)C2C(=O)N(CC)C(=O)C21 (centres undefined) returned esBAF inh -10 and RAD54 inh 3.
For COc1ccc(CNc2ccc(-c3ccccc3OC)nn2)cc1 the results were esBAF inh 34 and RAD54 inh 9.
For COC(=O)CSc1nc(-c2ccccc2)c2c(c1C#N)CCCC2 the results were esBAF inh -9 and RAD54 inh -7.
For CCCCCN(C(=O)COC(=O)c1ccc(Br)o1)c1c(N)n(CCCC)c(=O)[nH]c1=O the results were esBAF inh -3 and RAD54 inh -6.
Screening CCOC(=O)c1c(NC(=O)CSc2nnc(-c3ccco3)o2)sc(C(C)=O)c1C returned esBAF inh 1 and RAD54 inh 2.
`CCOc1cc(-c2nn3cnnc3s2)cc(OCC)c1OCC` gave esBAF inh -2 and RAD54 inh -13.
Screening CCOc1cc(-c2nnc(-c3ccco3)o2)cc(OCC)c1OCC returned esBAF inh -14 and RAD54 inh 11.
O=C1C(=C2CCCCC2)SC(=S)N1Cc1ccco1 was read as esBAF inh -3 and RAD54 inh -2.
Cc1ccc(-c2cc(-c3ccccc3Cl)c(C#N)c(N)n2)o1 was read as esBAF inh -3 and RAD54 inh -9.
Screening COC(=O)c1ccc(C)c(NC(=O)CN2C(=O)c3ccccc3S2(=O)=O)c1 returned esBAF inh -1 and RAD54 inh 1.
Screening CC(=O)Nc1ccc(S(=O)(=O)n2cnc(C)c2)cc1 returned esBAF inh 0 and RAD54 inh 3.
For O=C(Nc1ccc2c(c1)OCO2)C(c1ccccc1)N1CCC2(CC1)OCCO2 (centres undefined) the results were esBAF inh 2 and RAD54 inh -2.
For C=CCn1c(SCCOc2ccc(OC)cc2)nnc1C(C)NC(=O)Cc1ccc(OC)cc1 (centres undefined) the results were esBAF inh 1 and RAD54 inh -4.
For O=C(NCc1nc2ccccc2[nH]1)c1cc2ccccc2oc1=O the results were esBAF inh 4 and RAD54 inh -13.
`Cn1cc(C(=O)C(F)(F)F)c2ccccc21` gave esBAF inh -14 and RAD54 inh -8.
For COCC(=O)n1nc(-c2ccccc2)nc1NCc1ccc(F)cc1 the results were esBAF inh inconclusive and RAD54 inh 11.
For Cn1cccc1C1Nc2ccccc2NC2=C1C(=O)CC(C)(C)C2 (centres undefined) the results were esBAF inh 12 and RAD54 inh -8.
For Cc1ccc2nc(C3CCN(C(=O)NCc4ccccc4)CC3)[nH]c2c1 the results were esBAF inh 4 and RAD54 inh 0.
Screening CCOC(=O)CSc1nc2c(c(=O)n(Cc3ccccc3Cl)c(=O)n2C)n1C returned esBAF inh -5 and RAD54 inh -5.
Screening COc1cccc(CNC(=O)C(CCSC)NS(=O)(=O)c2ccc3c(c2)oc(=O)n3C)c1 (centres undefined) returned esBAF inh -1 and RAD54 inh -3.
Screening CCOC(=O)c1cn(CC(=O)Nc2ccc(CC)cc2)nn1 returned esBAF inh -2 and RAD54 inh -2.
`CC(C)(C)OC(=O)N1CCC(C(=O)N2CCOCC2)CC1` gave esBAF inh -10 and RAD54 inh -7.
Screening CC12CCC(C(=O)N3CCCCC3)(CC1=O)C2(C)C (centres undefined) returned esBAF inh -5 and RAD54 inh 14.
For O=C(NCc1cccc(F)c1)C1CCN(S(=O)(=O)Cc2ccccc2)CC1 the results were esBAF inh -8 and RAD54 inh 0.
`O=C(Nc1sc2c(c1C(=O)O)CCCCC2)c1ccco1` gave esBAF inh 11 and RAD54 inh 4.
Screening COc1ccccc1[C@H]1C(c2ccccc2)=NN(c2ccccc2)[C@@H]1CO returned esBAF inh 0 and RAD54 inh 5.
Screening COc1ccc(/C=N/N2C(=O)CSC2=S)cc1 returned esBAF inh -5 and RAD54 inh 3.
COc1ccc(OC)c(-n2nnnc2SCC(=O)Nc2ccc3c(c2)OCCO3)c1 was read as esBAF inh 8 and RAD54 inh -1.
For CN1C(=O)CCC1(O)c1ccccc1 (centres undefined) the results were esBAF inh -8 and RAD54 inh -4.
`CC(C)c1cc(NC(=O)C(C)(C)C)cc(C(C)C)c1O` gave esBAF inh 0 and RAD54 inh -1.
For CCOC(=O)Cc1csc(NS(=O)(=O)Cc2ccccc2)n1 the results were esBAF inh -4 and RAD54 inh 1.
